Screens from PubChem BioAssay.
TRHR ag: qHTS for Small Molecule Agonists and Allosteric Enhancers of Human TRH Receptor: Primary Screen for Agonists | Thyrotropin-releasing hormone receptor (Homo sapiens), P34981 | TRHR cells, calcium flux fluo-8, FDSS agonist mode | activation, % at 2 µM | actives 0.18% (n = 360,000); in the data active = activation above about 30%; also: 0% is about no effect
Target sequence (P34981 whole entry, looked up): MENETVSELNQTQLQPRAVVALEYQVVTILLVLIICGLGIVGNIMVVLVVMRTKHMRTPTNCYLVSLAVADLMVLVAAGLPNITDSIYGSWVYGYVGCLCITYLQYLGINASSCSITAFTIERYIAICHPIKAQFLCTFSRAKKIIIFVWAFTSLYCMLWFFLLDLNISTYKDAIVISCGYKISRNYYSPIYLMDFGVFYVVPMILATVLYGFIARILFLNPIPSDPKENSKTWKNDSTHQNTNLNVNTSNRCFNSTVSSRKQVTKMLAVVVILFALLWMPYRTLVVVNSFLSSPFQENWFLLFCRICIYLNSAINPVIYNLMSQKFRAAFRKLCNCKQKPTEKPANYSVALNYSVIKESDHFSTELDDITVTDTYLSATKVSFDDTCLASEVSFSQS
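TRHR-expressing cells, plated overnight in medium with 10% serum, were loaded with fluo-8 calcium dye at room temperature. After a 10 s baseline, library compound was pin-added and calcium release was recorded kinetically (ex 480/em 530) as agonist response.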
TrxR1 inh: qHTS Assay for Inhibitors of Mammalian Selenoprotein Thioredoxin Reductase 1 (TrxR1): qHTS | Thioredoxin reductase 1, cytoplasmic (Rattus norvegicus), O89049 | recombinant rTrxR1, NADPH fluorescence consumption, selenite substrate | Potency, µM (doses to about 114 µM), without a hit: top-dose activity change, negative = inhibition, actives largely listed as inhibitors | actives 1% (n = 390,000) | AID 588453, 2011; also: potency is read from the fitted curve at half-maximal effect; % is scaled to controls: 0 for no effect and ±100 for the full control effect; nearly all actives have a fitted effect of over 65% in size
Target sequence (O89049 whole entry, looked up): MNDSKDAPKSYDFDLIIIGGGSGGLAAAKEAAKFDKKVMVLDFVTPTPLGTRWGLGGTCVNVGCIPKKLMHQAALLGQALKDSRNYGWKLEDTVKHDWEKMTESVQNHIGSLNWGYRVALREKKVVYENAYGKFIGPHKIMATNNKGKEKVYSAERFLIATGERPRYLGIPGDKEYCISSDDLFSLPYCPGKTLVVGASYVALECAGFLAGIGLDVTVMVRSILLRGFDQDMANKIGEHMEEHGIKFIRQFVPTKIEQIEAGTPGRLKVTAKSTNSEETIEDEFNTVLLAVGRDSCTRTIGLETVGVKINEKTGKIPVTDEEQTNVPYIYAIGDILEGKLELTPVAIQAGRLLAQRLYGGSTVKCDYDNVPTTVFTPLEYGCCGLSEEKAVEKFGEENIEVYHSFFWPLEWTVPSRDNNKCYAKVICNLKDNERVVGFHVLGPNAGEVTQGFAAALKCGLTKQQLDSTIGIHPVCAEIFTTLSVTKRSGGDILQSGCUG
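Rat TrxR1 (90 nM in the dispensed reagent) was pre-reduced with 400 uM NADPH for 5 min at room temperature, then incubated with compound for 15 min. After 400 uM selenite was added, NADPH fluorescence (Ex 340/Em 450 nm) was followed for 8 min.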
D2 ag: HTS Assay for Allosteric Agonists of the Human D2 Dopamine Receptor: Primary Screen for Agonists | AID 485358, 2010 | HEK293 T-REx D2 cells, calcium flux agonist mode | actives 0.53% (n = 340,000) | D(2) dopamine receptor (Homo sapiens), P14416 | activation, % at 2 µM;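 active = activation over 3 SD above normal in the single-dose calcium agonist read, cut at about 30% in these data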; also: 0% is about no effect
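Tetracycline-induced HEK293 Trex cells with D2 receptor force-coupled to calcium signaling, plated overnight at 30 C and loaded with no-wash calcium dye. Calcium flux read kinetically for 180 s after compound addition; responses flag agonists.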
D2 antagonist: HTS Assay for Allosteric Antagonists of the Human D2 Dopamine Receptor: Primary Screen for Antagonists. AID 485344, 2010. inhibition, % at 10 µM. actives 2% (n = 340,000). HEK293 TREx D2 cells, calcium flux, dopamine EC80. D(2) dopamine receptor (Homo sapiens), P14416; in the data active = inhibition above about 30%; also: 0% is about no effect
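Measurement of antagonist activity uses fluorescent calcium dye in inducible HEK293 T-REx D2 cells: 10 s baseline, compound addition with 180 s read, EC80 dopamine addition with a further 180 s read.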
USP1-UAF1 inh: Inhibitors of USP1/UAF1: Primary Screen | Ubiquitin carboxyl-terminal hydrolase 1 (Homo sapiens), O94782 | recombinant USP1/UAF1, Ub-Rhodamine cleavage fluorescence | Potency, µM (highest dose often 57.1 µM), for inactives: top-dose activity change, negative = inhibition, hits mostly inhibitors | actives 0.23% (n = 390,000) | AID 743255, 2014; also: potency is read from the fitted curve at half-maximal effect; % is scaled to controls: 0 for no effect and ±100 for the full control effect; nearly all actives have a fitted effect of over 60% in size; inactives centre near -12
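In this screen, compounds sit with the deubiquitinase complex (1nM) for 15 min at room temperature before Ub-Rho is added at 150nM final. Fluorescence rise is then followed for 6 reads every 60 seconds.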
TrxR1 substrate: qHTS Assay for Substrates of Mammalian Selenoprotein Thioredoxin Reductase 1 (TrxR1): qHTS. purified TrxR1 substrate turnover, NADPH consumption readout. actives 0.01% (n = 390,000). AID 588456, 2011. Potency, µM (doses to about 114 µM), for inactives: top-dose activity change, negative = substrate turnover; also: potency is read from the fitted curve at half-maximal effect; % is scaled to controls: 0 for no effect and ±100 for the full control effect; nearly all actives have a fitted effect of over 50% in size
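Rat TrxR1, dispensed at 90 nM, was prereduced with 400 uM NADPH (final) for 5 min at ~22 deg C, then incubated with compound 15 min before 400 uM selenite. A first-read NADPH fluorescence drop versus no-compound background flagged substrates.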
mIDH1 inhibitor: qHTS for Inhibitors of mutant isocitrate dehydrogenase 1 (IDH1): qHTS. Isocitrate dehydrogenase [NADP] cytoplasmic (Homo sapiens), O75874. actives 0.093% (n = 390,000). IDH1-R132H enzyme, NADPH consumption, diaphorase/resazurin fluorescence. Potency, µM (highest dose often 76.6 µM), without a hit: at the highest dose activity change, negative = inhibition, hits mostly inhibitors; also: potency is read from the fitted curve at half-maximal effect; % is scaled to controls: 0 for no effect and ±100 for the full control effect; nearly all actives have a fitted effect of over 65% in size
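IDH1-R132H (0.5 ug/mL dispensed) in pH 7.5 Tris buffer was preincubated 30 min with compound, then given a substrate mix of 0.016 mM NADPH and 2 mM alpha-KG for 80 min at room temperature; remaining NADPH was read by diaphorase/resazurin fluorescence.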
Pin1 inh: qHTS Assay to Find Inhibitors of Pin1; Peptidyl-prolyl cis-trans isomerase NIMA-interacting 1 (Homo sapiens), Q13526; actives 0.009% (n = 390,000); AID 504891, 2011; Pin1 FP peptide displacement, HiFluor488, 10 min; Potency, µM (series often up to 115 µM), for the others: at the top dose activity, negative = inhibition, most hits filed as inhibitors; active = well fitted inhibition curve with a large enough effect in the polarisation, with a control signal flat, not every such curve was filed as active; inconclusive = small, poorly fitted or top-dose-only effect, or effect the other way, or a change in a side signal; inactive = no such curve, though single readings can be large or run the other way; the % refers to the polarisation; also: potency is read from the fitted curve at half-maximal effect; % is scaled to controls: 0 for no effect and ±100 for the full control effect
Target sequence (Q13526 whole entry, looked up): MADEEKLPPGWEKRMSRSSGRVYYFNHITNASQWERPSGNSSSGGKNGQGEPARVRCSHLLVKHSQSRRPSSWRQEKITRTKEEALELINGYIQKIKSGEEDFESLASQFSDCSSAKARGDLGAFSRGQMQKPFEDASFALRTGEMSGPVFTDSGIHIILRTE
TRHR PAM: qHTS for Small Molecule Agonists and Allosteric Enhancers of Human TRH Receptor: Primary Screen for Enhancers; TRHR cells, fluo-8 calcium fluorescence, EC20 TRH enhancement; AID 493056, 2011; Thyrotropin-releasing hormone receptor (Homo sapiens), P34981; actives 0.66% (n = 360,000); enhancement, % at 2 µM; in the data active = enhancement above about 30%; also: 0% is about no effect
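TRHR-expressing cells loaded with fluo-8 calcium dye were read kinetically (ex 480/em 530) during compound addition, then stimulated with an EC20 of TRH (10 nM final). Enhancement of the Gq-mediated intracellular calcium response was scored.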
Numbers without * were called inactive; ? = inconclusive; · = no result given; & = joins results of further samples; [ ] = dose if it differs, or a comment. Unless noted, calls follow the shape of the dose curve; as a rule, active = well fitted inhibition curve with a large enough effect; inconclusive = small, poorly fitted or top-dose-only effect; inactive = no such curve, though single readings can be large or run the other way. Only part of the results is shown; rates above refer to the full screens.

No. | SMILES | TRHR ag | TrxR1 inh | D2 ag | D2 antagonist | USP1-UAF1 inh | TrxR1 substrate | mIDH1 inhibitor | Pin1 inh | TRHR PAM
1 | Cc1c(C(=O)N2CCCCC2)c(S(=O)(=O)NCc2ccc(Cl)cc2)c(C)n1C | 0.0 | 19% | 0.7 | 48* | -24% | 6% | -8% | -5% | -6
2 | CNC(=O)C1=C(C)NC(=S)NC1c1cc2c(cc1OC)CCCC2 (stereo not given) | 0.0 | -16% | 1.0 | -6 | -5% | -8% | -5% | -4% | 0
3 | O=C(NNc1nc2cc3c(cc2s1)OCCO3)c1ccc(F)cc1 | 0.0 | 25% | 2.0 | 18 | -23% | 2% | -11% | 1% | -4
4 | CC(C)C(c1nnnn1Cc1ccc(F)cc1)N1CCN(C(=O)c2ccco2)CC1 (stereo not given) | 0.3 | -4%[57.1 µM] | 0.3 | -8 | -21% | 9% | 9% | 6% | -4
5 | Cc1cccc(N2CCN(C(=O)COc3cc(=O)n(C)c4ccccc34)CC2)c1C | 0.8 | 10% | 0.3 | 14 | -25% | 2% | 5% | 2% | 4
6 | CC(C)(C)c1ccc(CCC2OCC(CN3CCOCC3)O2)cc1 (stereo not given) | 0.9 | 20% | 0.9 | -20 | -13% | 4% | 17% | -2% | -1
7 | Cc1csc(SCC(=O)NC(=O)C2CCCCC2)n1 | -0.6 | 22% | -2.2 | 19 | -11% | 7% | -5% | -2% | 3
8 | Cc1ccc(O)c(NC(=O)CCS(=O)(=O)c2nc(-c3cccs3)cc(C(F)(F)F)n2)c1 | -0.2 | 20µM* | -0.2 | · | ? | -3% | -6% | 11% | -4
9 | COc1cccc(NC(=S)NC(C)c2ccc(OC)c(OC)c2)c1 (stereo not given) | 0.4 | 16%[57.1 µM] | · | · | -4% | 5%[57.1 µM] | 2% | 0% | -4
10 | COCCCNC(=S)NC1CCCCC1 | 0.5 | 15% | 0.9 | -3 | -12% | 9% | 4% | -2% | -4
11 | CC(=O)c1ccc(NC(=O)c2cc3ccccc3o2)cc1 | -0.4 | 17% | -0.1 | 0 | -12% | 2% | 7% | 2% | 0
12 | CCN(CC)CCOC(=O)C12CC3CC(CC(C3)C1)C2 | 1.3 | 11%[57.1 µM] | 1.6 | -1 | -22% | -22%[57.1 µM] | 0% | -1% | 8

Quoted from the listing.
For TrxR1 inh, `CCN(CC)CCOC(=O)C12CC3CC(CC(C3)C1)C2` is listed with 11%[57.1 µM]
For TrxR1 inh, `CC(C)C(c1nnnn1Cc1ccc(F)cc1)N1CCN(C(=O)c2ccco2)CC1` (stereo not given) is listed with -4%[57.1 µM]
For TrxR1 substrate, `CC(=O)c1ccc(NC(=O)c2cc3ccccc3o2)cc1` is listed with 2%
For D2 antagonist, `CC(C)(C)c1ccc(CCC2OCC(CN3CCOCC3)O2)cc1` (stereo not given) is listed with -20

Single records, as listed above.
Cc1cccc(N2CCN(C(=O)COc3cc(=O)n(C)c4ccccc34)CC2)c1C is entered as TRHR ag: 0.8; TrxR1 inh: 10%; D2 ag: 0.3; D2 antagonist: 14; USP1-UAF1 inh: -25%; TrxR1 substrate: 2%; mIDH1 inhibitor: 5%; Pin1 inh: 2%; TRHR PAM: 4
O=C(NNc1nc2cc3c(cc2s1)OCCO3)c1ccc(F)cc1 is entered as TRHR ag: 0.0; TrxR1 inh: 25%; D2 ag: 2.0; D2 antagonist: 18; USP1-UAF1 inh: -23%; TrxR1 substrate: 2%; mIDH1 inhibitor: -11%; Pin1 inh: 1%; TRHR PAM: -4

Next structures:
No. | SMILES | TRHR ag | TrxR1 inh | D2 ag | D2 antagonist | USP1-UAF1 inh | TrxR1 substrate | mIDH1 inhibitor | Pin1 inh | TRHR PAM
13 | CC1CCN(C(=O)C2CCCN(S(C)(=O)=O)C2)CC1 (stereo not given) | 0.3 | 16% | 0.0 | -1 | -7% | -6% | 2% | 1% | 5
14 | CC(=O)c1cn(CC(=O)Nc2ccccc2C(F)(F)F)c2ccccc12 | 0.7 | 34% | -1.2 | 0 | -9% | 6% | -11% | 3% | -1
15 | COc1cc(CCC(=O)OCC(=O)Nc2ccccc2F)cc(OC)c1OC | -1.4 | 1%[57.1 µM] | -2.9 | 3 | -10% | -5%[57.1 µM] | 0% | 1% | 13
16 | N#CC1=C(S)N(c2ccc(F)cc2)C(c2cccs2)NC1=O (stereo not given) | 0.2 | -13%[57.1 µM] | 0.2 | 0 | -19% | -5% | 1% | -2% | 5
17 | CCOC(=O)C1CCN(C(=O)CN(c2ccc3c(c2)OCCO3)S(=O)(=O)c2ccccc2)CC1 | 0.1 | 9% | -0.5 | -1 | -9% | -1% | -7% | -1% | -5
18 | O=c1cc(-c2ccccc2)c2ccc(O)cc2o1 | · | 10% | · | · | -11% | 11% | -4% | 2% | ·
19 | CCc1ccccc1NC(=O)c1cc(-c2ccc(OC)cc2)on1 | -0.1&3.1 | 27%&3% | 1.3&0.5 | -10 | ? | 0%&-6% | 0%&7% | 1%&2% | -3&-5
20 | Cc1cccn2cc(CSc3ccccc3N)nc12 | -0.6 | 27% | 0.5 | -1 | -14% | 10% | 14% | -5% | -7
21 | O=C(O)c1cc(S(=O)(=O)N(Cc2ccccc2)c2ccccc2)ccc1Cl | 0.7 | 16% | -0.3 | -20 | -19% | 4% | -7% | 0% | 0
22 | COc1ccc(CCNC(=O)Cn2c(=O)n(-c3cc(F)ccc3F)c(=O)c3sccc32)cc1OC | -0.3 | 15% | 1.4 | 14 | -12% | -2% | 10% | -7% | -5
23 | CCOC(=O)[C@H]1[C@H]2COc3ccc(C)cc3[C@@H]2N2C(=O)CN(Cc3ccc(C)cc3)C(=O)[C@@]12C | -0.3 | 15%[57.1 µM] | -0.4 | 0 | -21% | 6%[57.1 µM] | 16% | 0% | 3
24 | CCCS(=O)(=O)c1nc(S(=O)(=O)c2ccc(C)cc2)c(N2CCOCC2)s1 | -1.3 | -9% | -0.3 | -16 | -9% | -3% | 9% | -13% | -4

Continuation:
No.	SMILES	TRHR ag	TrxR1 inh	D2 ag	D2 antagonist	USP1-UAF1 inh	TrxR1 substrate	mIDH1 inhibitor	Pin1 inh	TRHR PAM
25	CCCOC(=O)c1cccc(Nc2nc(-c3cccnc3)nc3ccccc23)c1	-0.6	-11%	-1.3	2	-21%	1%	-1%	9%	0
26	Cc1cc(C)n(-c2nc(NCCN(C)C)c3c4c(sc3n2)COC(C)(C)C4)n1	1.2	19%	1.2	-13	-7%	2%	-5%	0%	-3
27	CC(C)CC(NC(=O)c1ccc(C#CC(C)(C)O)s1)C(=O)O (stereo not given)	0.4	13%	-0.9	-8	-7%	-2%	-8%	-6%	-1
28	CC1(C)C(C=C(Cl)Cl)C1C(=O)Nc1ccc([N+](=O)[O-])cc1 (stereo not given)	1.4	-29%	-1.2	5	-12%	?	8%	8%	-6
29	CN=c1scc(C)n1/N=C/c1cc(Br)c(O)c(Br)c1	-0.2	23%[57.1 µM]	-0.4	-2	-16%	4%[57.1 µM]	-3%	-3%	-5
30	COc1ccc2c(c1)CC(=O)NC=C2	-0.5	12%[57.1 µM]	1.2	0	-9%	6%[57.1 µM]	25%	-5%	1
31	O=C(CSc1nnc(CNC(=O)c2ccccc2F)o1)c1ccccc1	0.1	-10%	0.8	8	0%	-8%	13%	-1%	-6
32	CCN(CC)S(=O)(=O)c1ccc(C(=O)NCC2CCCCC2)cc1	0.4	19%	0.4	-25	-6%	-1%	-1%	1%	-4
33	COc1ccc(CCC(=O)N2CCN(S(=O)(=O)c3cccs3)CC2)cc1	-0.5	-1%	·	·	-19%	-1%	-1%	1%	-8
34	CC(C)N(Cc1nc(-c2ccccc2)no1)C(=O)C1CCCCC1	1.4	19%	-0.9	7	-6%	10%	3%	3%	-3
35	Cc1ccc(NC(=S)NC2CCSc3ccccc32)cc1 (stereo not given)	-0.8	-25%	-0.6	-3	-14%	-8%	-5%	-9%	13
36	COc1cccc(-c2nn(C)c3sc(C(=O)Nc4ccc5c(c4)OCCO5)cc23)c1	0.1	12%	-1.1	29	-11%	17%	7%	13%	0
37	CCC(C)(C)NC(=O)C(c1ccc(OC)cc1)N(Cc1ccco1)C(=O)CCC(=O)Nc1cc(C)on1 (stereo not given)	-0.5	-2%	0.4	-26	-8%	-2%	14%	5%	11
38	COc1cccc2sc(N(Cc3cccnc3)C(=O)COc3ccccc3)nc12	0.5	2%[57.1 µM]	·	·	-27%	-6%[57.1 µM]	10%	4%	-4
39	CCC1CSC(=Nc2ccc(C)cc2)N1C(=O)CN1C(=O)NC2(CCCC2)C1=O (stereo not given)	-0.1	-4%	0.8	4	-6%	-9%	4%	-2%	8
